Bioassay records (PubChem BioAssay)
XIAP antagonists: small molecules displacing peptide from XIAP – biochemical, IAP family, fluorescence polarization (AID 1018); XIAP BIR domain, fluorescence polarization peptide displacement; higher % means a stronger effect; displacement, % at 20 µM, or IC50 in µM where a hit was titrated; 200,000 compounds, 0.007% hits; in the data active = displacement above about 50%; note: a part of the inactive calls stands beside numbers as strong as those of hits
West Nile antiviral: inhibition of WNV-induced cytopathic effect – cell-based, CPE readout (AID 1621) | 290,000 compounds, 0.02% hits | West Nile virus-infected cells, CPE inhibition; higher % means a stronger effect | CPE inhibition, % at 10 µM; hits with a dose series show IC50 in µM; in the data active = a potency from the dose series; note: strong numbers were not always called active
Dengue-2 NS5 capping: flavivirus cap methylation enzyme inhibition – biochemical, confirmation dose response, primary screen (AID 588689); 340,000 compounds, 0.3% hits; inhibition, % at 25 µM; hits with a dose series show IC50 in µM; Dengue-2 NS5 methyltransferase capping enzyme assay, biochemical; higher % means a stronger effect; in the data active = a potency from the dose series
CSM14.1 death rescue: rescue of cells from ER stress-induced death, primary screen, 384-well, CSM14.1, thapsigargin, ATP luminescence (AID 1222). CSM14.1 thapsigargin-induced death rescue, ATP luminescence; higher % means a stronger effect. cellular ATP content (survival), % at 20 µM; hits with a dose series show EC50 in µM. 190,000 tested, under 10 active;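 active = EC50 below 50 µM in the dose-response confirmation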;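 note: death triggered by thapsigargin at about 15 µM added after 2 h compound pretreatment; cell ATP read after overnight thapsigargin exposure of roughly 18 to 22 hours; normalized against plate controls of thapsigargin alone and 5% DMSO vehicle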
RSV CPE inhibition: RSV antiviral activity via CPE protection, HEp-2 cells, primary 10 µM value included (AID 2391) | HEp-2 cells, RSV-induced CPE inhibition; higher % means a stronger effect | CPE inhibition, % at 10 µM; hits with a dose series show IC50 in µM | 310,000 compounds, 0.13% hits; in the data active = a potency from the dose series; note: strong numbers were not always called active
WT yeast gro inh: growth inhibition of WT yeast, mitochondrial fusion screen; mitochondrial fusion phenotypic screen, WT strain; inhibition, % at 10 µM; 190,000 compounds, 2.1% hits; AID 1362; in the data active = inhibition above about 58%; tested in S. cerevisiae
Yfh1-depleted yeast: enhancers of respiration in Yfh1-depleted yeast, dose response, Friedreich's ataxia, plus single-dose screen (AID 1465) | fold induction at 50 µM; hits with a dose series show EC50 in µM | S. cerevisiae Yfh1-off respiration, WST-1 reduction, 72 h; higher fold induction means a stronger effect | 220,000 compounds, 0.074% hits;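 active = fold induction of absorbance versus untreated yeast above a set limit, then at least 30% activation at any dose in follow-up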;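 note: activators that raise dye reduction in frataxin-depleted yeast; strong numbers were not always called active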
Large T inhibition: TAg ATPase/helicase activity blockers – biochemical (AID 1903) | inhibition, % at 20 µM; hits with a dose series show IC50 in µM | 310,000 compounds, 0.39% hits | SV40 large T antigen ATPase/helicase inhibition assay; higher % means a stronger effect; in the data active = a potency from the dose series; note: strong numbers were not always called active
UTI89 phage lysis: protection from phage-mediated lysis, alamar blue read-out – E. coli UTI89, K1F phage, bacterial capsule biogenesis inhibitors (AID 488966) | E. coli UTI89 K1F phage lysis, alamar blue, 2 h; higher % means a stronger effect | 340,000 compounds, 0.02% hits | inhibition, % at 100 µM; hits with a dose series show IC50 in µM;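 active = phage lysis inhibition, versus mean bacterial control, above a set limit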;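 note: capsule biogenesis inhibitors block K1F phage lysis so surviving cells raise fluorescence; higher fluorescence means more inhibition of phage lysis; actives were called in the ten point dose series up to 300 µM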
WT yeast gro inh mutant strain: further read-out of WT yeast gro inh, marked with its call; inhibition, %; mitochondrial fusion phenotypic screen, mutant strain inhibition
Dengue-2 NS5 capping pilot replicate: recorded beside Dengue-2 NS5 capping, whose call it bears; inhibition, %; measured here: pilot screen replicate inhibition
Active calls of the source: *; i = inactive; x = not tested or not shown; [ ] = remark or other dose.

SMILES	XIAP antagonists	West Nile antiviral	Dengue-2 NS5 capping	CSM14.1 death rescue	RSV CPE inhibition	WT yeast gro inh	WT yeast gro inh mutant strain	Yfh1-depleted yeast	Large T inhibition	UTI89 phage lysis	others
COc1ccc(OC)c(CN2CCN(C(=O)c3cccs3)CC2)c1	-1.8%	-0.2%	0.7%	-2.7%	0.7%	-9.5	2.5	i	0.7%	-0.4%	Dengue-2 NS5 capping pilot replicate=-4.9
Cc1oc2ccc(OCc3ccc(F)cc3Cl)cc2c1C(=O)O	x	0.2%	-8.7%	x	-0.9%	x	x	i	8.1%	0.1%
CCCc1nnc(NC(=O)CCC(=O)NC2CCCCC2)s1	x	-0.4%	-8.9%	x	0.4%	x	x	x	4.0%	0.6%
C[C@]1(OC(=O)/C=C/c2ccccc2)C[C@@H](O)[C@]2(O)C=CO[C@@H](O[C@@H]3O[C@H](CO)[C@@H](O)[C@H](O)[C@H]3O)[C@@H]21	x	x	-1.5%	x	0.8%	x	x	x	16.9%	-4.9%
Cc1ccc[n+](CC(=O)c2ccc(Br)cc2)c1	x	-1.4%	2.0%	x	1.1%	x	x	x	10.4%	0.2%	Dengue-2 NS5 capping pilot replicate=3.3
FC(F)(F)c1cccc(NC(=S)NC(c2ccccc2)c2ccccc2)c1	-3.4%	1.0%	-8.6%	-2.7%	0.7%	10.5	9.3	i	11.3%	1.0%[50 µM]
CCCn1cc(C(=O)OCC)c(=O)c2cc(F)c(F)cc21	x	-0.4%	x	x	1.1%	x	x	i	11.9%	x
CNc1nc(-c2ccccc2)[n+](-c2ccc(C)cc2)s1	-2.8%	-1.3%	-7.1%	4.0%	0.1%	2.2	-1.1	i	39µM*	0.1%[50 µM]
CC(=O)NC(NC(=S)Nc1ccc(S(N)(=O)=O)cc1)C(Cl)(Cl)Cl (stereo not drawn)	x	0.8%	-4.0%	x	3.3%	x	x	i	8.6%	-0.2%
O=C(NC(NC(=S)Nc1ccccc1C(=O)O)C(Cl)(Cl)Cl)c1ccco1 (stereo not drawn)	0.2%	0.3%	5.1%	-2.3%	1.7%	-0.6	-6.4	i	-34.3%	-0.7%[50 µM]
CCOc1ccc(N(CC(=O)NC2CCCC2)S(=O)(=O)c2c(C)[nH]c(=O)[nH]c2=O)cc1	-15.8%	-0.2%	0.0%	x	1.9%	8.2	7.9	i	-2.5%	-1.0%
CC(C)C[C@H](NC(=O)OC(C)(C)C)c1nnc(SCc2ccccc2)o1	-3.5%	0.5%	-3.8%	4.1%	-0.6%	35.1	14.2	i	-0.2%	0.0%	Dengue-2 NS5 capping pilot replicate=1.2
CN(C)c1ccnc(Oc2ccccc2)c1C#N	-2.1%	0.1%	-6.9%	2.0%	x	-2.2	3.6	i	-6.2%	3.3%
COc1cc(C(=O)NC2CCCC2)c(Br)c(OC)c1OC	-2.9%	0.2%	-8.9%	-1.1%	1.2%	11.1	-3.8	i	12.9%	0.1%
CCN(C(=O)/C=C/c1ccc(OC)cc1)C1CCS(=O)(=O)C1 (stereo not drawn)	x	x	-3.7%	x	-0.7%	x	x	x	6.2%	0.8%[50 µM]
COc1ccccc1-c1c(C(F)(F)F)oc2cc(OC(=O)c3cccc([N+](=O)[O-])c3C)ccc2c1=O	-3.8%	1.1%	-4.3%	17.8%	4.3%	26.7	15.0	i	4.9%	0.0%
CCc1ccc(NC(=O)NCCCN2CCCC2=O)cc1	x	-0.3%	-4.6%	x	1.2%	x	x	x	14.7%	0.7%[50 µM]
OC(CN1CCN(Cc2ccccc2)CC1)Cn1c2ccccc2c2ccccc21 (stereo not drawn)	-5.3%	-0.4%	0.0%	-2.5%	-0.5%	42.7	34.2	i	3.0%	4.1%
CC(=O)c1ccc(S(=O)(=O)Nc2ccc(C(=O)NCC(c3ccccc3)N(C)C)cc2)cc1 (stereo not drawn)	-4.8%	0.2%	-9.0%	-0.2%	-1.1%	-5.4	-18.3	i	3.3%	0.2%
COc1ccc(NC(=O)C2CCN(S(=O)(=O)c3c(C)noc3C)CC2)cc1Cl	0.1%	-0.2%	-4.8%	-1.8%	1.1%	-6.9	-18.7	i	10.4%	4.7%
Cc1cc(C)cc(NC(=O)CN2CCc3cc4c(cc3C2C)OCCCO4)c1 (stereo not drawn)	x	-0.1%	2.6%	x	0.4%	x	x	x	-9.6%	1.5%
COc1cccc2c1C(=O)CC2NC(=O)C(F)(F)F (stereo not drawn)	-51.7%	-0.5%	-7.6%	-1.6%	2.6%	-4.6	2.5	i	14.8%	0.2%
CN(C)C(CNC(=O)c1ccc(C2SCCS2)cc1)c1ccccc1 (stereo not drawn)	x	-1.0%	-0.8%	x	1.2%	x	x	x	6.2%	0.1%
CC(C)/C=C1\CC/C(=C\c2ccc(N(C)C)cc2)C1=O	-6.6%	-1.5%	-0.4%	-2.9%	4.6%	-6.2	-18.6	i	5.2%	4.9%
Cc1ccc(Cc2c(C)nc3nc(SCC(=O)NCCCN4CCCCC4)nn3c2C)cc1	x	-1.1%	-4.0%	x	7.6%	x	x	x	2.9%	0.8%
S=c1[nH]nc(-c2ccc(Br)cc2)n1Cc1ccco1	-3.5%	0.5%	-19.3%	-3.4%	1.2%	21.6	7.3	i	19.8%	0.3%
Cc1cccc(C(=O)N2CCC(n3nnc4cc(F)ccc43)CC2)c1	-4.7%	-0.9%	-4.8%	-0.1%	2.6%	-3.0	-34.4	i	-2.6%	0.1%
COc1cccc(NC(=O)CN(C)C(=O)c2cc3c(s2)CCC(C)C3)c1 (stereo not drawn)	x	x	-2.2%	x	2.6%	x	x	x	22.1%	0.4%[50 µM]
CCn1c(C)cc(O)c(C(=O)Nc2cccc(Cl)c2)c1=O	x	1.7%	13.6%	x	3.6%	x	x	x	11.2%	2.3%
CCOC(=O)N1CCN(c2c(NCc3ccc(Cl)cc3)c(=O)c2=O)CC1	-0.8%	-0.2%	-4.9%	-2.1%	5.3%	-9.3	-1.5	i	-0.2%	-0.5%
Cc1ccc(C)c(N2CCN(C(=O)c3cccn4c(=O)c5sccc5nc34)CC2)c1	-4.4%	-1.3%	-4.6%	4.0%	0.0%	7.4	11.9	i	8.2%	0.2%
Cc1nn(CC(=O)NCc2ccccc2F)c(C)c1[N+](=O)[O-]	-2.5%	0.2%	-10.0%	-0.4%	3.1%	-1.9	-7.4	i	2.4%	0.6%
CN(CCC#N)CC(=O)Nc1ccc(NC(=O)CN(C)CCC#N)cc1	-5.1%	0.2%	-9.9%	1.4%	-0.7%	-7.5	-5.2	i	2.1%	0.2%
COc1ccc(-n2c(Cc3cccn3C)nnc2SCC(=O)NCc2ccc(F)cc2)cc1	-2.2%	-0.8%	-3.6%	x	-1.4%	-5.7	0.9	i	2.2%	-0.5%
COc1ccc(OCc2nnc(SC3CCOC3=O)n2-c2ccccc2)cc1 (stereo not drawn)	-0.9%	0.0%	0.0%	3.5%	-0.7%	-3.1	-22.0	i	17.6%	0.0%[50 µM]
COc1ccc(CCNC(=O)c2cccs2)cc1OC	-12.7%	-0.3%	0.0%	0.0%	2.1%	-3.2	-3.5	i	6.7%	0.3%
O=C(CSc1ccc2ccccc2c1)NCCc1ccc(O)c(O)c1	-4.0%	-1.0%	0.0%	14.1%	1.9%	-3.9	5.4	i	34.6%	1.2%
COc1ccc(-c2nc(CSCC(=O)N3CCc4ccccc4C3)c(C)o2)cc1OC	-5.0%	-0.4%	8.7%	-3.2%	1.2%	-7.4	-3.0	i	10.6%	-3.3%
Cc1[nH]c2ccccc2c1SCC(=O)Nc1nccs1	0.0%	-1.4%	-0.8%	2.0%	6.3%	-16.2	-2.5	i	2.8%	0.0%
COc1ccc(N(C(=O)C(C)C)S(=O)(=O)c2ccc3c(c2)n(C)c(=O)n3C)cc1	-2.4%	-0.1%	-2.7%	-2.9%	-0.8%	-3.5	0.1	i	23.1%	0.3%

Brought forward from above: four compounds, followed by the next part.
SMILES	XIAP antagonists	West Nile antiviral	Dengue-2 NS5 capping	CSM14.1 death rescue	RSV CPE inhibition	WT yeast gro inh	WT yeast gro inh mutant strain	Yfh1-depleted yeast	Large T inhibition	UTI89 phage lysis	others
O=C(CSc1ccc2ccccc2c1)NCCc1ccc(O)c(O)c1	-4.0%	-1.0%	0.0%	14.1%	1.9%	-3.9	5.4	i	34.6%	1.2%
COc1ccc(-c2nc(CSCC(=O)N3CCc4ccccc4C3)c(C)o2)cc1OC	-5.0%	-0.4%	8.7%	-3.2%	1.2%	-7.4	-3.0	i	10.6%	-3.3%
Cc1[nH]c2ccccc2c1SCC(=O)Nc1nccs1	0.0%	-1.4%	-0.8%	2.0%	6.3%	-16.2	-2.5	i	2.8%	0.0%
COc1ccc(N(C(=O)C(C)C)S(=O)(=O)c2ccc3c(c2)n(C)c(=O)n3C)cc1	-2.4%	-0.1%	-2.7%	-2.9%	-0.8%	-3.5	0.1	i	23.1%	0.3%
CC1CCCN(C/C(O)=C(\C#N)c2nc3ccccc3[nH]2)C1 (stereo not drawn)	-10.9%	0.1%	-12.3%	-1.5%	-0.2%	2.4	-2.5	i	0.5%	0.2%
CCCc1[nH]nc2c1C(c1ccc(OC(=O)N3CCOCC3)cc1)C(C#N)=C(N)O2 (stereo not drawn)	-4.0%	0.2%	-2.1%	-1.6%	1.7%	14.7	11.6	i	20.0%	-0.1%
C[C@@H]1CC2[C@@H]3CC[C@H]4CC(=O)CC[C@]4(C)C3=CC[C@]2(C)[C@@]1(O)C(=O)CO (stereo partly drawn)	x	0.2%	-2.0%	x	8.8%	x	x	x	5.7%	0.6%
COc1ccccc1C1/C(=C(/O)c2ccc(C)cc2)C(=O)C(=O)N1Cc1ccco1 (stereo not drawn)	-5.0%	-0.9%	-8.9%	-2.9%	1.6%	-1.2	4.9	i	13.1%	-0.1%
O=C(C1=C[C@H](c2coc3ccccc3c2=O)C[C@H](OCCCCO)O1)N1CCN(Cc2ccccc2)CC1	-5.5%	-0.7%	-6.3%	-0.4%	2.0%	-7.5	6.5	i	4.8%	0.6%
Cc1cc(C(F)(F)F)nc(Nc2nc(C)c3ccccc3n2)n1	2.1%	-0.2%	-4.8%	-0.5%	1.1%	-27.9	19.2	i	4.3%	-0.9%
CCOC(=O)Nc1n[nH]c(NC(=O)OCC)c1[N+](=O)[O-]	-5.1%	-0.1%	-10.7%	x	0.9%	-3.7	2.9	i	3.4%	0.1%
N=C1SCC(=O)N1c1ncc(Cc2ccc(F)cc2)s1	-6.5%	-0.9%	-1.5%	9.5%	-3.0%	56.0	67.5	i	14.7%	0.6%
O=C1CCN(S(=O)(=O)c2ccc(Br)cc2)CCN1	-13.2%	1.3%	-1.5%	-1.7%	-0.1%	-4.2	-1.4	i	15.4%	-0.7%
O=C(CC1NCCc2ccccc21)Nc1cccc(Cl)c1 (stereo not drawn)	-5.0%	-0.8%	-1.5%	0.2%	-2.5%	-21.5	7.4	i	8.4%	-0.1%
COc1ccc(OC)c(NC(=O)CN(C)CCOc2ccc(Br)cc2)c1	x	-1.4%	-6.5%	x	10.1%	x	x	x	7.7%	-0.4%
Cc1oc2c(c1C(=O)NCCO)CCCC2	-11.0%	0.0%	-8.2%	5.5%	3.6%	0.2	3.0	i	4.6%	0.6%
